Screening data (PubChem BioAssay)
GC-A act: GC-A (human) enzyme activation; HEK293 GC-A cells, cGMP TR-FRET, EC30 ANP; 0% at EC30 ANP, 100% saturating ANP; 0.14% of 370,000 active; P16066; activation, % at 10 µM; AID 1671463; in the data active = activation above about 40%
PRMT1 inh: inhibitors of human PRMT1; Q99873; recombinant PRMT1, activity-based probe fluorescence polarization; inhibition, % at 2.79 µM; 1.3% of 370,000 active; AID 652257;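 active = inhibition above about 21% made by adding two undisclosed values, limit read from the data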
UHRF1 MBD2 ctr: blocks human UHRF1 binding to methylated DNA; Q96T88; UHRF1 binding to methylated oligo, TR-FRET; inhibition, % at 4.4 µM; 0.75% of 370,000 active; AID 687016; in the data active = inhibition above about 21%;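 note: UHRF1 SRA domain binding a hemimethylated CpG hairpin DNA probe; 0% = median of test compound wells and 100% = reference inhibitor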
Target sequence (Q96T88 whole entry, looked up, the tested form may be a part): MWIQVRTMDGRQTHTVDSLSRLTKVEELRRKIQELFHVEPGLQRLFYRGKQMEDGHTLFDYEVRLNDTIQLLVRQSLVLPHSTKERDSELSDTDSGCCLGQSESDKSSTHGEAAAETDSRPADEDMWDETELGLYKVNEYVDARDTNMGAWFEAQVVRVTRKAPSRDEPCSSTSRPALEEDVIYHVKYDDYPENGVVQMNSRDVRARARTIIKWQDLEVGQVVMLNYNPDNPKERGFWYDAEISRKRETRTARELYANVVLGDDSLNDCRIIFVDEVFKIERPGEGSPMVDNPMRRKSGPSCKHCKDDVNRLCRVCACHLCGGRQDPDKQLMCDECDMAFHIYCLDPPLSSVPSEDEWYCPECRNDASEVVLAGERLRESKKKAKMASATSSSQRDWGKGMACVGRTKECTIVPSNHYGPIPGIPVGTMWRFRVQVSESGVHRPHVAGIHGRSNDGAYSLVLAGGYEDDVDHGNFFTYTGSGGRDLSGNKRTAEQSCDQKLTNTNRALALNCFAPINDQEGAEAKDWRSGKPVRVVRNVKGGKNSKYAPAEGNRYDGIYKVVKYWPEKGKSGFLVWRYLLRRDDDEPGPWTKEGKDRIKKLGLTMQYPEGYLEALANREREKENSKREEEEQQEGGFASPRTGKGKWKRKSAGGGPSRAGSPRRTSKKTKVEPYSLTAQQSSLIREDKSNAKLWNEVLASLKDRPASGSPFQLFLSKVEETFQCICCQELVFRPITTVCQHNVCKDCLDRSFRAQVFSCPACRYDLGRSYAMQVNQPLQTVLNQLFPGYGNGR
SIAE primary: inhibitors of human sialic acid acetylesterase SIAE. Q9HAT2. SIAE FP-Rh probe binding, fluorescence polarization. inhibition, % at 9.66 µM. 0.69% of 370,000 active. AID 1053197;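 active = inhibition above a cutoff: mean of compounds within the control limits plus 3 SD of those, cut at about 17% in these data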;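 note: 0% = plate median of compound wells and 100% = probe without SIAE protein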
rCAG RNA binder: binds r(CAG) RNA repeats | 1.3% of 370,000 active | inhibition, % at 3 µM | AID 651821 | r(CAG) RNA repeat, TO-PRO-1 dye displacement fluorescence;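 active = inhibition above the plate cutoff, the mean of all test compounds on that plate plus 3 SD, cut at about 35% in these data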;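 note: 0% = DMSO alone and 100% = 100 µM mitoxantrone as full dye displacement; higher means more dye released from RNA so lower well fluorescence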
GC-B act: GC-B (human) receptor activation; HEK293-GC-B cells, CNP EC30, cGMP TR-FRET; 0% at EC30 CNP, 100% saturating CNP; 0.11% of 370,000 active; activation, % at 10 µM; P20594;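 active = activation at 10 µM reaching about 35% in either raw or pattern-adjusted values, limit read from the data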
ABHD4 inh: inhibitors of mouse ABHD4; Q8VD66; purified mABHD4, FP-Rh probe fluorescence polarization; inhibition, % at 8.92 µM; 0.54% of 370,000 active; AID 720543;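 active = inhibition exceeding the mean over every tested compound plus 3 SD, cut at about 30% in these data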;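 note: 0% = plate median of compound wells and 100% = S159A mutant with DMSO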
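Material: mouse ABHD4 enzyme, wild type; Benchmarks: S159A mutant high control, sample median low control; Buffer or medium: HEPES pH 7.0, NaCl, Pluronic buffer; Signal: fluorescence polarization; Read-out: percent inhibition of probe binding, normalized to plate controls; Timing: pre-incubation 45 min, probe exposure 60 min, at 25 °C; Dosing: 8.92 µM, single dose.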
TCR-CD3 inh: human TCR-CD3 binding inhibition. TAMRA-labeled TCR probe fluorescence, biochemical. inhibition, % at 9.4 µM. 0.37% of 360,000 active; in the data active = inhibition above about 19%;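 note: recombinant mutant TCR 2C K166C tagged with TAMRA read by polarization; 0% = receptor in buffer alone and 100% = receptor with positive control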
HTRA1 inh: blocks human HTRA1 serine peptidase | 0.5% of 340,000 active | Q92743 | AID 504803 | recombinant HTRA1, FP-rhodamine activity-based probe, fluorescence polarization | inhibition, % at 5.96 µM; in the data active = inhibition above about 36%;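 note: 0% = enzyme with DMSO and 100% = wells lacking enzyme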
MBD2 DNA inh: inhibitors of human MBD2 binding to methylated oligonucleotide; TR-FRET; inhibition, % at 4.4 µM; 0.31% of 370,000 active; AID 686964; in the data active = inhibition above about 13%
* hit, by the source's call; · = no result given.

SMILES	GC-A act	PRMT1 inh	UHRF1 MBD2 ctr	SIAE primary	rCAG RNA binder	GC-B act	ABHD4 inh	TCR-CD3 inh	HTRA1 inh	MBD2 DNA inh
CCOc1ccccc1NC(=O)COC(=O)Cc1ccc(-c2ccccc2)cc1	1.0	-0.9	0.3	-4.9	3.6	-3.7	-8.2	2.7	-30.0	-0.9
O=C(NCc1ccncc1)Nc1ccc(Cc2ccc(NC(=O)NCc3ccncc3)cc2)cc1	3.2	-3.8	-0.7	-18.2	4.6	1.3	-13.5	-1.8	-15.5	-0.7
Cc1cccc(NC(=O)c2cccnc2)c1	-1.2	-2.5	1.6	-3.3	7.0	2.4	-10.3	2.8	1.9	-3.8
Cc1ccc(N2CCN(c3ccc(C)cc3)C2c2ccccn2)cc1	-10.5	1.1	-0.2	6.6	-5.5	-6.3	4.1	1.6	-4.4	-5.3
CCN1CCCC1CNC(=O)C(=O)NC(C)C (stereo not given)	-0.9	-3.6	0.7	-7.9	-1.0	2.2	0.9	0.8	5.1	-5.6
CSc1ccc(-c2nc(CSCC(=O)NC3CC3)c(C)o2)cc1	2.0	-0.6	-0.8	1.6	-2.0	-3.0	-11.9	2.9	-11.5	-2.7
CSc1c[n+]2c(n1C)CCC2	1.8	-0.1	2.9	-0.9	0.2	-4.1	1.1	-3.0	-1.0	1.9
O=C(NC1=NCCS1)c1cccc(S(=O)(=O)N2CCc3ccccc32)c1	-4.7	-2.6	0.3	-5.3	3.7	0.5	-3.4	1.7	-17.8	-5.4
O=C(COC(=O)c1ccc(Cl)c(S(=O)(=O)N2CCCC2)c1)NCc1ccccc1	-4.6	-0.9	-2.5	0.2	1.8	-2.5	-2.4	3.1	-0.5	2.6
O=C(Cc1cccs1)NCc1cccc(CNC(=O)Cc2cccs2)c1	-0.1	-1.1	-0.5	-3.2	-0.8	-4.9	-3.1	-1.0	2.7	-1.3
Cc1c(C(=O)N2CCCC2)c(S(=O)(=O)Nc2cccc(Br)c2)c(C)n1C	-4.1	2.4	1.8	4.8	-5.2	2.5	1.3	-0.2	0.9	2.2
Cc1ccc(C(=O)N2CCCC(N3CCN(c4ccccc4F)CC3)C2)s1 (stereo not given)	2.5	1.6	3.2	-1.6	-7.7	-0.2	7.0	-8.5	-2.7	-0.5
O=C(CNCC1CCCCC1)Nc1ccc(OC(F)(F)F)cc1	-1.6	4.5	0.6	-2.0	-8.6	-11.3	8.6	-6.5	-11.7	-3.4
NC(=S)N=Nc1c(O)[nH]c2ccccc12	6.6	0.6	-6.8	-1.1	0.3	9.1	-1.4	-7.7	4.8	-3.6
COc1ccc(N2CC(C(=O)Nc3ccc4c(c3)OCCO4)CC2=O)cc1 (stereo not given)	-1.4	1.1	-1.5	-1.4	1.9	-7.0	3.6	5.5	3.6	-5.5
Cc1ccc(NS(=O)(=O)c2ccc(NC(=O)[C@@H]3CCCC[C@@H]3C(=O)O)cc2)c(C)c1	2.1	0.0	-1.5	7.2	17.2	0.8	-9.8	1.4	-2.0	0.8
CC1CCC2(CC1)NC(=O)N(CC(=O)NC1CCCCC1C)C2=O (stereo not given)	-0.4	3.1	0.9	4.3	-1.5	2.7	2.4	-7.2	-0.5	4.2
COc1cccc(C(=O)Nc2ccc(C(F)(F)F)n(C)c2=O)c1	0.4	0.5	-0.3	-0.9	-1.9	1.1	-1.1	2.2	2.3	-6.5
Cc1ccc2nc(-c3ccc(NC(=O)c4cccnc4)cc3)oc2c1	-5.0	-0.4	-0.5	-24.7	5.9	6.6	-24.3	3.2	-50.1	5.0
COc1ccc(-c2cc(-c3ccc(C)cc3)n[nH]2)c(O)c1	-5.8	0.4	1.8	10.7	16.2	-3.6	-10.4	-3.6	-1.3	4.7
COc1ccc(OCCN2CCN(C3CC(=O)N(CCC(C)C)C3=O)CC2)cc1 (stereo not given)	3.9	-3.6	-3.6	3.8	-6.7	0.7	1.0	-0.5	0.4	4.0
Cc1ccc(Br)cc1S(=O)(=O)N1CCN(c2ccccc2)CC1	1.1	-0.4	-1.5	-1.9	-0.9	-4.9	-2.0	3.0	-12.9	-4.6
O=C(Nc1ccccc1Cl)NC1CCCCCCC1	0.6	2.7	0.9	6.3	-1.9	-0.3	-9.3	-0.8	-12.7	-0.4
CCOC1OC(=O)C(Cl)=C1Nc1ccccc1C (stereo not given)	2.3	0.5	5.8	-4.0	-1.1	-2.4	1.9	-6.0	-2.1	2.3
Cc1ccc(S(=O)(=O)NCN2C(=O)c3ccccc3C2=O)cc1	-0.1	1.7	3.2	-3.8	1.6	3.0	2.2	-1.2	-3.8	-3.9
CC/C=C\C/C=C\C/C=C\CCCCCCCC(=O)O	0.8	2.9	8.7	-2.3	34.1	1.7	12.4	4.2	-21.2	4.6
CCCNC(=O)Cn1cnc([N+](=O)[O-])n1	0.2	2.0	-0.5	-2.3	0.6	0.8	-4.2	2.5	2.8	-4.1
Cc1ccc(CC(=O)N2CCOCC2)cc1	-1.2	-1.6	-2.0	-2.6	-0.1	1.2	-0.7	4.7	3.0	2.1
CC(=O)Nc1cccc(Oc2nc(C)cc(C)c2C#N)c1	-6.0	7.7	0.3	1.6	0.6	7.6	-1.9	-12.7	-1.9	3.5
COc1ccc(OC)c(NC(=O)CCOc2cccc(C)c2)c1	2.3	-2.3	0.2	1.1	-2.1	-4.7	-0.3	5.6	-6.7	-2.0
O=C(COC(=O)c1n[nH]c2ccccc12)Nc1ccc(Cl)cc1[N+](=O)[O-]	3.6	0.2	1.2	-0.4	11.3	0.9	4.7	-3.3	-13.2	1.5
Cc1cc(C)nc(Sc2ccc3nnc(C(F)(F)C(F)(F)C(F)(F)F)n3n2)n1	-9.7	1.1	1.0	4.9	-3.9	6.0	-5.6	-1.4	5.6	1.0
CCn1cc(CNC(=O)c2ccc(OC3CCN(Cc4ccccn4)CC3)cc2)cn1	2.7	-1.9	-1.4	2.6	-6.2	-1.6	-6.8	5.5	3.2	-5.6
COc1cc(C(c2c(C)[nH][nH]c2=O)c2c(C)[nH][nH]c2=O)ccc1OC(C)C	7.5	0.4	-6.2	7.6	-0.3	1.5	8.4	5.7	5.9	-5.2
O=S(=O)(Nc1ccccn1)c1cccc(S(=O)(=O)c2ccc(Br)cc2)c1	-1.7	-1.8	0.7	3.9	4.9	-5.5	-2.5	5.1	-3.1	2.2
COc1cccc(NC(=S)NC(C)c2ccc(OC)c(OC)c2)c1 (stereo not given)	0.5	-4.1	1.1	2.3	-0.6	7.5	-2.7	4.0	-2.4	-3.4
Cc1ccc(Oc2ccc(S(=O)(=O)N3CCOCC3)cc2C(N)=O)cc1C	0.8	-0.5	-0.5	-1.2	-2.9	9.6	-0.4	3.0	2.7	1.9
Clc1cccc(Cc2c(-c3ccccc3)nc3ccc(Br)cn23)c1	-9.7	1.9	1.3	-2.5	45.5*	-3.5	-17.6	-2.4	·	0.7
O=S1(=O)CC(N2CCN(c3ncccn3)CC2)CN1Cc1ccc(F)cc1 (stereo not given)	1.6	-4.0	-4.2	4.1	2.3	2.2	5.9	4.6	·	-2.0
Oc1ccc(N2CCN(CC(O)c3ccccc3)CC2)cc1 (stereo not given)	-5.4	28.2*	-2.7	12.9	3.9	-1.4	16.9	-2.5	7.2	-1.3
O=C(Nc1ccc2c(c1)OCCO2)C(c1cc2ccccc2o1)N1CCN(c2ccc(F)cc2)CC1 (stereo not given)	6.5	-1.7	0.2	1.6	8.0	1.1	-21.1	0.1	·	2.0
COc1ccc(/C=N/NC(=O)c2cccs2)c2ccccc12	-3.1	1.5	0.8	-5.8	9.4	2.9	-7.5	4.9	-27.4	1.6
CC1=C(C(=O)N(C)C)CC(CC(=O)NCc2cccc3ccccc23)C(=O)N1Cc1ccc(C(C)(C)C)cc1 (stereo not given)	2.0	-3.8	-2.2	-5.8	3.8	1.7	-0.7	-2.2	·	-3.3
CCN(CC)C(=S)SCC(=O)Nc1ncc2c(n1)CCCC2=O	-1.9	-3.9	0.0	2.3	-1.4	-1.5	-2.3	-0.2	0.1	-5.6
O=C(Nc1nnc(CSCc2ccc(F)cc2)s1)c1ccc([N+](=O)[O-])cc1	0.9	8.7	3.9	-2.2	10.5	1.9	-2.6	-5.1	1.7	7.0
O=C(Nc1cc(C(F)(F)F)ccc1N1CCCC1)c1cccnc1	3.1	-2.1	-1.3	6.5	8.0	8.7	-9.8	0.9	-8.4	0.1
Cc1ccc(-c2nc3c(Br)cc(C)cn3c2Cc2cccc(Cl)c2)cc1	-3.7	-3.9	3.3	-4.6	22.9	-3.4	-39.7	3.6	·	2.8
COc1ccc(-c2cc(C(=O)Nc3nc4ccccc4s3)c3ccccc3n2)cc1OC	6.1	-2.8	0.6	-77.9	17.8	0.6	-39.7	1.3	-86.2	-3.3
Cc1nc2ccc(NC(=O)c3cc(S(=O)(=O)N(C)c4ccccc4)ccc3Cl)cc2s1	1.2	1.4	-0.3	-22.9	12.3	2.3	-10.6	-4.7	-13.2	0.4
Cc1cc(SCC(=O)OCC(=O)N(CCC#N)c2ccccc2)nc2ccccc12	-6.4	-1.9	2.5	2.8	-5.8	-3.9	-10.4	0.5	-6.8	-4.5
COCCN(CCOC)S(=O)(=O)c1ccc(C(=O)NC2CCN(Cc3ccccc3)CC2)cc1	1.8	-3.8	-2.6	3.8	-1.8	-2.8	2.5	-0.7	4.6	2.7
Cc1ccc(C(=O)Nc2nccc(-c3cccs3)n2)cc1	2.4	2.7	-0.6	-5.9	-4.9	0.9	-5.2	2.7	-2.9	2.8
CCCCn1c(=O)nc2n(-c3ccccc3)c3ccccc3cc-2c1=O	7.8	-3.7	-3.0	-10.1	-2.6	-3.3	-25.7	5.5	-3.7	3.9
CCN(CC)S(=O)(=O)c1ccc2c(c1)c(=O)c(C(=O)NCc1cccs1)cn2C	-0.1	0.1	0.8	-4.6	11.3	1.7	-7.5	2.4	-11.4	-0.1
O=C(O)C1CCCN1C(=O)c1cccc(Cl)c1 (stereo not given)	0.7	2.0	2.5	-2.9	1.7	2.7	-2.5	12.6	·	-3.0
CC(C)(C)OC(=O)NCc1ccccc1/C=C/S(=O)(=O)NCc1ccccc1	-2.8	4.5	-4.2	-5.9	0.5	-5.1	-1.3	·	·	-5.7
Cc1ccc2c(C)c(C(=O)NCC(C)(C)N3CCOCC3)oc2c1C	1.0	5.3	4.0	-1.3	-3.6	-3.8	-1.2	-2.8	5.7	1.5
COc1cccc(-c2nc(-c3ccc(Br)o3)no2)c1	4.9	2.7	0.4	-4.9	-3.3	-3.5	8.2	-3.3	-14.9	-0.1

A different layout for 3 compounds above:
molecule,GC-A act,PRMT1 inh,UHRF1 MBD2 ctr,SIAE primary,rCAG RNA binder,GC-B act,ABHD4 inh,TCR-CD3 inh,HTRA1 inh,MBD2 DNA inh
O=C(Nc1nnc(CSCc2ccc(F)cc2)s1)c1ccc([N+](=O)[O-])cc1,0.9,8.7,3.9,-2.2,10.5,1.9,-2.6,-5.1,1.7,7.0
Oc1ccc(N2CCN(CC(O)c3ccccc3)CC2)cc1 (stereo not given),-5.4,28.2*,-2.7,12.9,3.9,-1.4,16.9,-2.5,7.2,-1.3
Cc1c(C(=O)N2CCCC2)c(S(=O)(=O)Nc2cccc(Br)c2)c(C)n1C,-4.1,2.4,1.8,4.8,-5.2,2.5,1.3,-0.2,0.9,2.2

Only part of the results is shown. The share of hits here may be higher or lower than overall.
